Assay outcomes (PubChem)
VHR inh abs: DUSP3 (human) phosphatase inhibition. P51452. recombinant VHR phosphatase, pNPP absorbance. inhibition, % at 13.3 µM. 0.52% of 290,000 active. AID 1654; in the data active = inhibition above about 50%; note: some compounds called inactive have numbers as strong as hits
Target sequence (P51452 whole entry, looked up): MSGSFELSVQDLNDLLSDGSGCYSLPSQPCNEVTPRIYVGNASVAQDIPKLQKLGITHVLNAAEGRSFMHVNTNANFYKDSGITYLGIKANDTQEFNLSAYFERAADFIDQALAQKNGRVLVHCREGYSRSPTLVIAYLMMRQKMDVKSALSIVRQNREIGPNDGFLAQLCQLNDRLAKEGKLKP
Mtb UGM inh: Mtb UDP-galactopyranose mutase inhibition. P9WIQ1. purified UGM, fluorescence polarization probe displacement. inhibition, % at 10 µM. 0.06% of 320,000 active; in the data active = inhibition above about 10%, passing the limit was not always enough; inconclusive = no clear call, values can overlap the other calls
Target sequence (P9WIQ1 whole entry, looked up): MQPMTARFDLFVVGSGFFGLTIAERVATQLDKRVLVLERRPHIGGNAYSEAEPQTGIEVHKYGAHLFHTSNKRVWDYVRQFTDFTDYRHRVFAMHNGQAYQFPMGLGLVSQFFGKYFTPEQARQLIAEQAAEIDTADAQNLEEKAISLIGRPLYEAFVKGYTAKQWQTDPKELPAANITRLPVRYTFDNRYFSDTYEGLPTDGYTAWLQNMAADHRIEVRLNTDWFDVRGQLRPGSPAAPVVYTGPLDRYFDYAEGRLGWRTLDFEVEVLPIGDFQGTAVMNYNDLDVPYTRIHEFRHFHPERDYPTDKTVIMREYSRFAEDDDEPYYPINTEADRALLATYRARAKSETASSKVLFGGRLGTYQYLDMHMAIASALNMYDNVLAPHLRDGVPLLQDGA
Mtb BioA inh: inhibitors of Mycobacterium tuberculosis BioA enzyme; 0.096% of 360,000 active; purified M. tuberculosis BioA enzyme, plate reader; inhibition, % at 9.99 µM; AID 602481; in the data active = inhibition above about 40%; inconclusive = no clear call, values can overlap the other calls
Rv3671c protease: inhibits the M. tuberculosis serine protease Rv3671c | P9WHR9 | inhibition, % at 5.96 µM | 0.048% of 320,000 active | AID 2606; in the data active = inhibition above about 38%;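 note: extracellular domain of Rv3671c used as enzyme; 0% = enzyme with DMSO and 100% = no enzyme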
Target sequence (P9WHR9 whole entry, looked up, the tested form may be a part): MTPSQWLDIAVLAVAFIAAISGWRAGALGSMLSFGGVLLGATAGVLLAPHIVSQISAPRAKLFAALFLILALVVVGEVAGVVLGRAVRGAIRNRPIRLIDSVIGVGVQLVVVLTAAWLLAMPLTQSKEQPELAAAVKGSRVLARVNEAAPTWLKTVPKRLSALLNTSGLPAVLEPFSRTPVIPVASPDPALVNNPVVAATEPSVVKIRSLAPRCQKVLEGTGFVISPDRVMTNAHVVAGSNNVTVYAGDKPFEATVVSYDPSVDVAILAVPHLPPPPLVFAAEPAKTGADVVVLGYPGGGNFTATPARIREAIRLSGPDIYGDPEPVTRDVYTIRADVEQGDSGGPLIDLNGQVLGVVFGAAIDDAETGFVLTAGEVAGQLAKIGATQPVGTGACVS
GDH-TPI inh: counter-screen for M. tuberculosis FBA inhibitors: GDH-TPI coupled enzymes | GDH-TPI coupled enzyme counterscreen, NADH absorbance | inhibition, % at 4.8 µM | 1.2% of 360,000 active | AID 588335;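 note: 0% = DMSO wells and 100% = wells lacking the enzyme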
MazEF act: MazEF (E. coli) toxin RNase activation; activation, % at 20 µM; AID 504720; 0.32% of 350,000 active; FAM/BHQ RNA-DNA oligo cleavage fluorescence, 5 h; P0AE70; in the data active = activation above about 50%
BoNT-F LC inh: inhibitors of Botulinum neurotoxin F light chain protease | 0.22% of 360,000 active | inhibition, % at 10 µM | Multiplex microsphere protease cleavage assay, flow cytometry | AID 588497; in the data active = inhibition above about 35%, passing the limit was not always enough; inconclusive = no clear call, values can overlap the other calls; note: plate controls were buffer without enzyme for full effect and enzyme alone for no effect
FadD28 FP inh: inhibitors of Mycobacterium tuberculosis FadD28 bisubstrate binding. FadD28 bisubstrate probe binding, fluorescence polarization. inhibition, % at 12.5 µM. 0.22% of 360,000 active. AID 588549; in the data active = inhibition above about 8.5%, passing the limit was not always enough; inconclusive = no clear call, values can overlap the other calls
Mtb FBA inh: inhibits M. tuberculosis FBA enzyme; 2.3% of 360,000 active; AID 588726; purified M. tuberculosis FBA, fluorescence read-out; inhibition, % at 1 µM; in the data active = inhibition above about 27%;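 note: 0% = vehicle and 100% = reference inhibitor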
CCHFV vOTU inh: blocks the CCHF virus ovarian tumor domain protease | CCHFV vOTU protease, Pep-AMC fluorescence | inhibition, % at 11.5 µM | 0.55% of 370,000 active; note: 0% = vehicle wells with enzyme and 100% = no enzyme wells
* marks the source's active call; other numbers are inactive results; ? = inconclusive; nt = not tested or not shown. Cut-off read from the data, not from the text of the source, unless noted: active = inhibition above about 30%; inactive = the rest.

SMILES	VHR inh abs	Mtb UGM inh	Mtb BioA inh	Rv3671c protease	GDH-TPI inh	MazEF act	BoNT-F LC inh	FadD28 FP inh	Mtb FBA inh	CCHFV vOTU inh
Cc1cc(NC(=O)CN2C(=O)c3ccccc3S2(=O)=O)no1	27	0.4	-1.9	-3	2	1	-7	-0.3	-2	-12
COCC(=O)N(Cc1ccccc1)c1ccccn1	2	3.3	3.0	-2	-15	-4	-3	-4.6	3	-3
COc1ccc(C(=O)NCCS(=O)(=O)N2CCc3ccccc3C2)c(OC)c1	nt	-1.2	2.7	0	5	-3	nt	-4.3	-1	-14
O=C(COC(=O)CN1C(=O)c2ccccc2C1=O)NC1CCCCC1	26	1.1	-1.0	-3	1	5	-1	-2.4	-1	-3
CC(=O)Nc1ccc(CN2C(=O)C(C)ON=C2c2ccccc2-c2ccco2)cc1 (configuration not stated)	nt	nt	-1.6	nt	6	nt	-1	-1.6	2	-1
CC(C)Cn1c(=O)c2c(nc3n2CC(C)CN3Cc2ccccc2)n(C)c1=O (configuration not stated)	4	-3.0	11	-4	-5	-19	3	-0.3	2	10
CN(C(=O)c1ccc(NC(=O)C2CCCN(C(=O)OC(C)(C)C)C2)cc1)C1CCC1 (configuration not stated)	nt	4.4	1.9	-3	-3	6	1	-0.7	1	2
COc1cc(C(=O)OCC(=O)Nc2ccc3c(c2)OC(F)(F)O3)ccc1OCc1c(C)noc1C	9	-1.7	-0.3	-67	7	6	-15	0.5	1	-3
O=C(CSc1nncc2ccccc12)Nc1ccc(C(=O)O)cc1	-6	-1.4	0.1	-11	9	8	-14	-1.2	-1	9
CCCn1nc(C(=O)OCc2nc(N)nc(Nc3ccccc3C)n2)c2ccccc2c1=O	nt	-3.3	-1.6	-7	-3	-1	nt	-1.5	1	14
CCn1c(COc2ccccc2OC)nnc1SCC#N	-8	0.8	nt	-6	4	4	-1	-3.0	0	-1
COc1cccc(N2C(=O)N(c3ccccc3)C3CS(=O)(=O)CC32)c1 (configuration not stated)	15	1.8	0.8	-8	9	-1	4	-3.4	-1	-1
CC1C(=O)N2CCCc3cc(S(=O)(=O)Nc4ccccc4C(N)=O)cc1c32 (configuration not stated)	nt	3.0	-0.2	3	-7	2	13	-2.0	6	-19
COc1ccc(C(=O)NCCS(=O)(=O)NCC2CCCO2)cc1 (configuration not stated)	nt	1.0	-1.3	1	5	1	-4	0.1	1	6
C[C@]12C(=O)N(c3ccc(C(F)(F)F)cc3)C(=O)N1[C@@H]1c3ccccc3OC[C@@H]1[C@H]2c1ccccc1	-7	-0.1	-1.6	-17	4	-1	0	-0.2	-11	15
Cc1cccc(NC(=O)c2ccc(C3SCC(=O)N3CCc3ccccc3)cc2)c1 (configuration not stated)	12	-3.1	0.6	-16	6	4	-3	-0.9	3	20
Cc1cc(COc2ccccc2OCCN2CCN(C)CC2)no1	4	-0.3	nt	8	18	-13	-6	1.9	2	2
NS(=O)(=O)c1ccc(NC(=O)C2Cc3ccccc3CN2C(=O)c2ccco2)cc1 (configuration not stated)	-2	0.3	-1.3	0	-10	8	21	-6.0	0	-17
COC(=O)c1cc(OC)c(OC)cc1NC(=O)c1cc(-c2ccccc2)nc2ccccc12	19	-0.3	-1.5	-2	-13	1	3	-4.0	-1	6
CCOc1ccc(/C=N/NC(=O)CC(=O)NCc2ccccc2)cc1	17	-2.5	nt	5	4	17	6	1.8	2	-9
COc1ccc(CNC(=O)C2Cc3ccccc3CN2C(=O)c2ccco2)cc1 (configuration not stated)	13	0.8	1.7	-4	3	4	0	-2.9	0	-8
CS(=O)(=O)N(CC(=O)NCCC1=CCCCC1)c1cccc([N+](=O)[O-])c1	12	2.9	nt	-6	1	8	-4	-3.4	3	-9
CC(C)(C)OC(=O)N1CCC(c2cc(=O)n3[nH]cc(C(=O)Nc4ccc(F)c(Cl)c4)c3n2)CC1	21	-2.3	nt	4	-12	-33	-4	0.1	2	0
O=C(Nc1cccc(Cl)c1)Nc1ccc2nccnc2c1	-9	-1.3	-0.6	-66	2	16	-32	-8.2	6	-5
Fc1ccccc1N1CCN(C(c2cccs2)c2nnnn2CCc2ccccc2)CC1 (configuration not stated)	-4	-1.4	-1.5	1	-1	-7	-3	-3.0	2	2
Following part:
SMILES	VHR inh abs	Mtb UGM inh	Mtb BioA inh	Rv3671c protease	GDH-TPI inh	MazEF act	BoNT-F LC inh	FadD28 FP inh	Mtb FBA inh	CCHFV vOTU inh
CCNC(=O)C(=O)NCC(c1ccc2c(c1)OCO2)N1CCOCC1 (configuration not stated)	14	-0.5	0.4	-4	9	-1	-3	-1.5	6	10
COc1cc(/C=N/Nc2ccccn2)ccc1OCC(C)C	22	-0.7	-2.9	4	18	0	1	0.4	-1	7
CCCCN1C(=O)C(CC(=O)NCc2cccs2)CC(C(=O)N(CC)CC)=C1C (configuration not stated)	nt	nt	0.3	nt	6	1	-3	-2.9	0	-1
O=C(CSc1nc2ccccc2[nH]1)N1CCN(c2ccc(F)cc2)CC1	18	0.2	nt	-5	-9	0	0	-0.5	1	-5
CNC(=S)N(CCc1c(C)[nH]c2ccc(OC)cc12)Cc1ccco1	57*	0.0	-1.4	-6	-3	-9	-35	-0.8	3	2
CCOCCCNC(=O)c1cc(=O)n(Cc2cccc(C)c2)c2ccccc12	26	1.3	nt	-1	-1	2	-3	-2.0	4	-2
CC(C)CCC(C)NC(=O)c1ccc2nccnc2c1 (configuration not stated)	-28	2.7	1.0	-2	7	2	-6	-4.6	-3	3
CCOC(=O)C1CCCN(C(=O)C2CCN(S(=O)(=O)c3ccc(Cl)c(C(F)(F)F)c3)CC2)C1 (configuration not stated)	nt	nt	-1.6	nt	1	2	9	-2.8	1	11
COCc1cccc(-c2csc(C(C)(NC(C)=O)c3ccc(OC)cc3)n2)c1 (configuration not stated)	nt	nt	-0.1	nt	-2	nt	-1	-3.5	0	4
COc1ccc(NC(=S)N(CCc2nc3cc(C)c(C)cc3[nH]2)Cc2cccnc2)cc1	19	2.6	2.4	0	0	1	5	-4.9	-2	-9
Cc1cc(C(=O)CN2C(=O)C(=O)N(Cc3ccco3)C2=O)c(C)n1CCc1ccccc1	nt	-0.7	-2.9	7	1	4	-5	-2.7	1	7
CC(C)(C)c1ccc(C(=O)NC(Cc2ccccc2)C(=O)O)cc1 (configuration not stated)	15	0.3	-0.7	-4	17	nt	-2	-0.3	-1	-4
COc1cc(N2CCOCC2)ncn1	23	1.6	-0.2	-10	-4	12	-1	-3.6	3	3
CC(=O)c1ccc(OCc2cc(C(=O)NCCc3ccc(Cl)cc3)no2)cc1	-10	-0.8	-1.6	-2	-2	0	-1	-3.0	-3	-7
COc1c(C)cccc1C(=O)NC(=S)Nc1ccccc1N1CCCC1	14	-1.6	-0.4	-5	7	-8	-10	-0.3	1	50*
CN(CCC#N)S(=O)(=O)c1ccc2[nH]cc(C(=O)NCCc3ccccc3)c(=O)c2c1	-2	1.6	nt	-19	1	2	-5	-12	14	9
O=C1C2C3CCCC3=C3CCCC3C2C(=O)N1c1cccc(Cl)c1 (configuration not stated)	23	1.6	-3.2	0	0	-6	-1	-4.5	7	-11
O=[N+]([O-])c1cccc2[nH]ncc12	nt	nt	nt	nt	20	15	-1	-1.2	-2	-9
COc1cc(C(=O)Nc2ccc(C#N)cc2)c([N+](=O)[O-])cc1OC	-2	-1.4	nt	0	-2	2	-4	-2.9	-2	-2
COc1ccc(C2=CC(c3ccc4c(c3)OCO4)c3c(c4ccccc4oc3=O)O2)cc1OC (configuration not stated)	nt	nt	nt	nt	9	-4	-2	-13	0	16
COC(=O)c1cccc(NC(=O)C(C)(C)C)c1	32	0.4	-2.5	-3	8	3	5	-2.1	36*	-16
CC(=O)c1ccc(NC2c3ncccc3C(=O)N2Cc2ccc(F)cc2)cc1 (configuration not stated)	37	nt	2.7	-1	30	-4	4	-1.5	-2	4
COc1ccccc1N=Nc1c(C)n[nH]c1C	-8	-0.6	0.0	-5	26	3	2	-1.2	-5	-3
O=C(c1c(F)cccc1F)N1CCN(S(=O)(=O)c2ccc3c(c2)OCCO3)CC1	nt	0.7	-0.4	3	-3	3	2	-2.4	-2	14
COc1ccc(NC(=O)CSc2nnc(CCC(=O)Nc3ccc(C)c(Cl)c3)n2C)cc1	18	-0.9	-1.0	4	10	5	3	-0.4	1	12

Record cards, as listed above. Order of screens: VHR inh abs	Mtb UGM inh	Mtb BioA inh	Rv3671c protease	GDH-TPI inh	MazEF act	BoNT-F LC inh	FadD28 FP inh	Mtb FBA inh	CCHFV vOTU inh
Profile of `CC(=O)c1ccc(OCc2cc(C(=O)NCCc3ccc(Cl)cc3)no2)cc1` → -10	-0.8	-1.6	-2	-2	0	-1	-3.0	-3	-7
Profile of `O=C(CSc1nc2ccccc2[nH]1)N1CCN(c2ccc(F)cc2)CC1` → 18	0.2	nt	-5	-9	0	0	-0.5	1	-5
Profile of `COC(=O)c1cccc(NC(=O)C(C)(C)C)c1` → 32	0.4	-2.5	-3	8	3	5	-2.1	36*	-16
Profile of `CC(=O)c1ccc(NC2c3ncccc3C(=O)N2Cc2ccc(F)cc2)cc1` (configuration not stated) → 37	nt	2.7	-1	30	-4	4	-1.5	-2	4

(cont.)
SMILES	VHR inh abs	Mtb UGM inh	Mtb BioA inh	Rv3671c protease	GDH-TPI inh	MazEF act	BoNT-F LC inh	FadD28 FP inh	Mtb FBA inh	CCHFV vOTU inh
C=CCn1c(CC(C)(C)C)nc2ccccc21	10	2.5	nt	4	-5	8	-1	-0.9	-1	-1
CN(CC(=O)Nc1ccc(F)cc1)C(=O)COC(=O)C1CCN(c2ccc(C(F)(F)F)cn2)CC1	nt	2.1	-0.6	1	2	4	-10	-6.8	2	-5
CC(C)c1cccc(C(C)C)c1NC(=O)COC(=O)c1ccc(OCC(=O)Nc2cccc(C(F)(F)F)c2)cc1	0	0.8	0.1	-6	9	7	1	-1.3	-1	-9
CCOC(=O)C1(C(=O)OCC)C(c2ccccc2)CC(O)N1C(C)=O (configuration not stated)	16	nt	1.0	nt	1	6	1	-4.2	0	1
COc1cc(NS(=O)(=O)c2ccc(NC(=O)/C=C/C(=O)O)cc2)nc(OC)n1	-8	4.6	0.0	1	2	7	?	-2.5	-2	10
N#Cc1cccc(NC(=O)CSc2sc3c(O)cc(=O)[nH]c3c2C#N)c1	14	3.4	3.6	-17	12	2	7	-1.7	0	12
COc1ccc(S(=O)(=O)NCC2CCCN(C(=O)c3ccccc3)C2)cc1 (configuration not stated)	8	-0.2	nt	-8	-6	0	1	-2.6	-2	4
CC(=Nc1ccccc1C(F)(F)F)c1ccncc1	32	-0.8	-0.1	10	-1	4	8	nt	2	8
CCC(CC)C(=O)N1CC(=O)Nc2ccc(Br)cc2C1c1ccccc1 (configuration not stated)	36	1.1	0.8	-8	16	4	-6	-2.6	7	-2
CN(C)c1ccc(/C=N/NC(=O)c2ccn(C)n2)cc1	22	-1.0	nt	8	33*	5	-4	-2.0	-3	14
Cc1ccccc1C1CC(=O)NC2=C1C(=O)CCC2 (configuration not stated)	19	-2.2	-2.9	3	4	6	-1	1.3	3	4
COc1ccc(CNC(=O)CNC(=O)c2ccc(Br)o2)cc1OC	2	-0.8	0.6	3	6	2	-5	-0.3	-1	-2
Cc1cccc(-n2cnc3cc(C(=O)NCCN4CCOCC4)ccc32)c1	nt	nt	1.7	nt	-8	-8	-2	1.9	0	8
C=CCNC(=O)C1CC(=O)N(c2ccc(OCC(=O)Nc3ccc(CC)cc3)cc2)C1 (configuration not stated)	5	3.4	-0.3	-13	5	-8	-4	-2.1	2	-1
CCc1noc(C)c1C(=O)N1CCN(S(=O)(=O)c2c(C)c(C)cc(C)c2C)CC1	nt	0.6	-0.7	-4	-2	-1	11	-2.9	-1	7
OCCN(CC#CC(O)(c1ccccc1)C1CCCC1)CCO (configuration not stated)	-8	-0.7	-0.8	-7	-2	-8	-6	-2.1	-1	-3
O=c1c2ccccc2nnn1CSc1nnc(COc2ccc(Cl)cc2)n1Cc1ccco1	7	2.7	15	-2	13	3	-4	-2.9	0	11
O=S(=O)(Nc1cccc(S(=O)(=O)N2CCCC2)c1)c1ccc(F)cc1	nt	nt	-1.4	nt	5	-3	-5	-4.2	-3	3
